Assay outcomes as filed in PubChem.
NadD inh – inhibitors of S. aureus NadD, primary screen, biochemical, colorimetric, uHTS; Nicotinate-nucleotide adenylyltransferase NadD (Staphylococcus aureus N315); purified NadD enzyme, colorimetric absorbance read-out; inhibition, % at 20 µM; 360,000 compounds, 0.78% hits; in the data active = inhibition above about 26%; note: some compounds past the cut are filed as inactive
Rin1 Abl inh – inhibitors of Rin1-Abl protein binding, primary screen, biochemical, TR-FRET; Tyrosine-protein kinase ABL1 (Homo sapiens) + Ras and Rab interactor 1 (Homo sapiens), …; 360,000 compounds, 0.4% hits; inhibition, % at 7.35 µM; in the data active = inhibition above about 5%, passing the limit was not always enough
FAS-TE inh – FAS thioesterase domain inhibitors, primary screen, biochemical, fluorescence intensity, uHTS; Fatty acid synthase (Homo sapiens), P49327; recombinant FAS-TE, OMFH fluorogenic substrate, fluorescence endpoint; inhibition, % at 15 µM; 360,000 compounds, 0.67% hits; AID 602261, 2012;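 active = compounds whose normalised, plate-corrected inhibition of enzyme fluorescence in the single-dose primary screen is 50% or more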;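 note: 0% = DMSO with enzyme and 100% = substrate without enzyme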
Neddylation inh – inhibitors of cullin neddylation, primary screen, biochemical, TR-FRET, uHTS, NAE and Ubc12 | NEDD8-conjugating enzyme Ubc12 (Homo sapiens) + NEDD8-activating enzyme E1 regulatory … | calls only at 25 µM | 360,000 compounds, 0.58% hits; in the data active = inhibition above about 36%
CSN inh – inhibitors of CSN-mediated cullin deneddylation, primary screen, biochemical, fluorescence polarization, uHTS; COP9 signalosome complex subunit 5 (Homo sapiens), Q92905; Purified CSN, SCF-Nedd8-OG deneddylation; inhibition, % at 12.5 µM; 360,000 compounds, 0.38% hits;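 active = pattern-corrected inhibition above about 35%, with an unprinted fluorescence ratio check between 0.5 and 1.5, limit read from the data, passing the limit was not always enough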;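 note: 0% = enzyme with substrate and 100% = substrate without enzyme; some results filed as inactive read as strong as hits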
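test system = HEK293T-derived human Csn5 enzyme | amount = 0.24 nM Csn5 enzyme, final concentration | medium = Tris/NaCl/DTT buffer, pH 7.5 | schedule = 90 min reaction at room temperature | signal = FP | evaluation = inhibition of Csn5 cleavage, % | compound dosing = single dose of 12.5 µM compound with 0.25% DMSO | probe or stimulus = 10 nM SCFSkp2-Nedd8OG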
SKN-1 inh – suppressors of acrylamide-induced Pgst-4::GFP reporter in worms, primary screen, SKN-1 inhibitor project, whole organism, uHTS, GFP/RFP fluorescence ratio, strain VP596. C. elegans VP596 Pgst-4::GFP/RFP ratio, 24 h. inhibition, % at 21.8 µM. 360,000 compounds, 0.49% hits. AID 624304, 2012;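 active = interference check ratio from 0.5 to 1.5 plus GFP to RFP signal ratio inhibition reaching or exceeding a fixed threshold, cut at about 30% in these data, passing the limit was not always enough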; note: some compounds called inactive have numbers as strong as hits
MT1-MMP act inh – blockers of MT1-MMP proenzyme processing, primary screen, HT1080 RFP-PRO-GFP cells, GFP/RFP fluorescence | Matrix metalloproteinase-14 (Homo sapiens), P50281 | GFP/RFP ratio fluorescence, overnight; percent of plate control window, DMSO zero | GFP/RFP ratio change, % at 20 µM | 360,000 compounds, 0.061% hits | AID 651647, 2012;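 active = GFP/RFP ratio change of at least 30% with cell ATP level not reduced by more than half and red fluorescence within 50% of control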; note: strong numbers were not always called active
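Assay system: HT1080 cells carrying an RFP-PRO-GFP reporter | Dosing: Single dose of 20 µM compound, 1% DMSO final | Incubation: Cells overnight before dosing, compound overnight, 37 °C, 5% CO2 | Evaluation: GFP/RFP fluorescence ratio | Control set: DMSO and RFP-L50D-GFP cell wells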
MLLE-PAM2 inh – inhibitors of PABP1 MLLE–PAM2 peptide binding, primary screen, biochemical, fluorescence polarization, FITC-PAM2, GST-MLLE; Polyadenylate-binding protein 1 (Homo sapiens), P11940; inhibition, % at 20 µM; 360,000 compounds, 0.36% hits; AID 588489, 2011; in the data active = inhibition above about 35%, passing the limit was not always enough;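 note: plate controls were DMSO wells with GST-MLLE for no effect and wells lacking GST-MLLE protein for full effect; some results filed as inactive read as strong as hits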
Target sequence (P11940 whole entry, looked up): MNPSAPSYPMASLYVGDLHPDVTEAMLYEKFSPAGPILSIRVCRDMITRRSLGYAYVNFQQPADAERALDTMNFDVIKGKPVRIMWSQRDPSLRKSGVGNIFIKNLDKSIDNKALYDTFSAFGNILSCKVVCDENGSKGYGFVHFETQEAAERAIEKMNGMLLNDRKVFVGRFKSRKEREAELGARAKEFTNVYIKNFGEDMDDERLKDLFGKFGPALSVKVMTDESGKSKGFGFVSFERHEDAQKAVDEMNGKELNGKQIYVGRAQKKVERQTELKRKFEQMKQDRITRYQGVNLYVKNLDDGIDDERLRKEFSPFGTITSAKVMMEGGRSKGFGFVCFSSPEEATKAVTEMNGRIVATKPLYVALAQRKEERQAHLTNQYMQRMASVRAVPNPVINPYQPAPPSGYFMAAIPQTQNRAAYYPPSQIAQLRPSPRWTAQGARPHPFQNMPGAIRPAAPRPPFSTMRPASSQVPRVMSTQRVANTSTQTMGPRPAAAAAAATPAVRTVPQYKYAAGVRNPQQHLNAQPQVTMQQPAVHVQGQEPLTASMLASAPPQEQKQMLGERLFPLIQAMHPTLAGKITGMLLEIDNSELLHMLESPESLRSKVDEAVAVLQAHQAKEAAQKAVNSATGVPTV
Rpn11 inh – Rpn11 (PSMD14) deubiquitinase inhibitors, primary screen, biochemical, fluorescence polarization, uHTS. AID 588493, 2011. calls only at 20 µM. 26S proteasome non-ATPase regulatory subunit 14 (Homo sapiens), O00487. 360,000 compounds, 0.59% hits. human 26S proteasome, Ub4-pepOG fluorescence polarization; 20S core pre-blocked with epoxomicin;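 active = inhibition at 20 µM, scaled to each plate's controls, above about 33%, limit read from the data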
Target sequence (O00487 whole entry, looked up): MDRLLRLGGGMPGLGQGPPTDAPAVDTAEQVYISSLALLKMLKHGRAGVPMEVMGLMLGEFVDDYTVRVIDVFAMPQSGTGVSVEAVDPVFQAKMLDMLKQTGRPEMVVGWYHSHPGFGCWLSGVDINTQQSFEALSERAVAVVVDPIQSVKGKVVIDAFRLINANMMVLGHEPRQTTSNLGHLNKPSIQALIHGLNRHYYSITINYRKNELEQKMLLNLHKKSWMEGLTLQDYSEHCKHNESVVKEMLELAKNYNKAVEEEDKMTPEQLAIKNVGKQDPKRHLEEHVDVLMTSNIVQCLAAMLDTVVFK
* hit, by the source's call; i = inactive; x = no result given; + = active, no number. Compounds as they come, and some 3.9% of all compounds hit somewhere here.

compound	NadD inh	Rin1 Abl inh	FAS-TE inh	Neddylation inh	CSN inh	SKN-1 inh	MT1-MMP act inh	MLLE-PAM2 inh	Rpn11 inh
CNC(=O)c1ccc(NC(=O)CCNC(=O)Nc2ccccc2)cc1	-4	-2	-5	i	-2	1	4	-33	i
O=C(C(=Cc1ccc(F)cc1)c1ccccc1)c1ccc(O)cc1	-6	-4	18	i	1	-4	1	-6	i
CN(CC1COc2ccccc2O1)C(=O)c1ccc(N(C)C)cc1 (centres undefined)	0	-2	-5	i	5	-10	0	13	i
Cc1ccccc1OCCCN1CCCC1	2	-4	-7	i	0	14	0	8	i
O=C(Nc1ccccc1N1CCCC1)C1CCN(S(=O)(=O)c2ccccc2)CC1	2	1	12	i	0	-9	1	0	i
CCOC(=O)c1cc(-c2cccnc2)nn1-c1ccccc1C	-2	-1	-4	i	-3	9	-2	-9	i
O=C(O)CC1c2ccccc2C=Cc2ccccc21	-2	-2	-13	i	-4	6	1	8	i
Cc1nnc(SCC(=O)N2CCCC2)n(N)c1=O	-12	1	-3	i	-2	-2	-2	-6	i
COc1ccccc1N1CCN(S(=O)(=O)CCNC(=O)CC2CCCCC2)CC1	-5	-1	-2	i	2	19	2	-5	i
Cc1[nH]n2c(=O)c3c(nc2c1-c1ccc(F)cc1)CCCC3	3	4	0	i	-12	1	-3	-4	i
C=CCc1ccccc1OCCNCc1ccccc1	-4	1	-2	i	-8	10	-2	-3	i
COC(=O)C1C(OC)=CC(=O)C2CCCCC21 (centres undefined)	-3	-1	-4	i	6	12	-5	-4	i
COc1ccc2c(/C=C/c3cc[n+](C)cc3)c[nH]c2c1	3	-19	-9	i	25	9	-111	-155	+
O=C(O)c1cccc(NCc2cccnc2)c1	-2	-7	-8	i	1	1	3	-1	i
Cc1ccc(C(=O)N/C(=C\c2ccco2)C(=O)NCCN2CCCCC2)cc1C	-4	-1	-12	i	4	-3	1	-1	i

New compounds follow:
compound	NadD inh	Rin1 Abl inh	FAS-TE inh	Neddylation inh	CSN inh	SKN-1 inh	MT1-MMP act inh	MLLE-PAM2 inh	Rpn11 inh
O=C(COc1cccnc1[N+](=O)[O-])c1ccc(Cl)s1	14	0	6	i	2	4	-21	-6	i
O=C(O)c1ccccc1C(=O)c1ccc2c(c1)N(Cc1ccc(Cl)c(Cl)c1)C(=O)CO2	-2	-1	22	i	1	15	-1	-11	i
CC(C)Nc1nc(C#N)nc(NC(C)C)n1	3	2	15	i	-5	6	3	-4	i
Cc1ccc(S(=O)(=O)N2CCC(=O)N(C(COCc3ccccc3)C(C)C)CC2)cc1 (centres undefined)	-2	-2	15	i	2	-6	-1	-6	i
CC(C)c1ccc(NC(=O)Cc2cn(C)c3ccccc23)cc1	-2	2	13	i	0	-6	1	-11	i
COc1ccc(OC)c(S(=O)(=O)N(C)CC(=O)N2CCOCC2)c1	-5	3	-5	i	-3	-1	-1	7	i
C=CC[n+]1c(/C=C/c2ccc(OC(C)=O)c(OC)c2)ccc2ccccc21	1	-6	-1	i	4	-2	-4	-16	i
CN(C)CC(C)(C)CNc1ccc(S(=O)(=O)N2CCCC2)cn1	2	4	-7	i	0	7	3	6	i
COc1ccc(C=CC(=O)c2ccc([N+](=O)[O-])cc2)cc1	0	2	-6	i	16	-3	3	-31	x
CN(C(=O)c1ccco1)c1nnc(-c2ccc(F)cc2)s1	-7	4	1	i	2	19	2	-37	i
O=C(COC(=O)c1ncc(Cl)c(Cl)c1Cl)NCc1ccccc1	-4	2	20	i	0	-7	0	9	i
CC(C)CC1C(=O)N(Cc2cn(Cc3ccco3)nn2)CCS(=O)(=O)N1Cc1ccc(-c2ccc(Cl)c(Cl)c2)cc1 (centres undefined)	35*	-2	26	i	19	3	-11	-31	+
CN1CCN(c2ccc([N+](=O)[O-])c(Sc3nc4ccccc4[nH]3)c2)CC1	-7	-7	14	i	-2	-1	7	2	i
COc1ccccc1NC(=O)C12CCC(C)(C(=O)C1)C2(C)C (centres undefined)	-2	-1	-7	i	0	11	-2	-1	i
CNc1cccc(-c2cccc(C(=O)N3CCOCC3)c2)n1	-2	-8	-6	i	-4	-11	1	-7	i

Carrying on:
compound	NadD inh	Rin1 Abl inh	FAS-TE inh	Neddylation inh	CSN inh	SKN-1 inh	MT1-MMP act inh	MLLE-PAM2 inh	Rpn11 inh
CCN(CC)C(=O)C1=C(C)N(Cc2ccccc2)C(=O)C(CC(=O)NCCN2CCOCC2)C1 (centres undefined)	-8	-1	-10	i	4	2	0	-1	i
Cc1cccc(C)c1OCC(=O)Nc1ccncc1	9	2	-2	i	4	-3	14	10	i
Brc1ccsc1-c1csc(-c2ccncc2)n1	3	-6	7	i	-1	40*	-2	1	i
CCCC(=O)N1CCC1(C)C(=O)Nc1ccc(OC(F)F)cc1 (centres undefined)	4	-2	-4	i	-4	13	1	-25	i
Cc1cccc(CC(C)NC(=O)CCc2nnc(-c3ccccc3)o2)n1 (centres undefined)	0	-3	-2	i	3	9	-4	-1	i
Cc1ccc(S(=O)(=O)Nc2cccc(Cl)c2)cc1NC(=O)c1cccnc1	-8	4	-2	i	-7	5	-1	-4	i
CCCOC1CCCN(C(=O)CCc2nnc(-c3ccc4c(c3)OCO4)o2)C1 (centres undefined)	-4	3	-4	i	-2	8	-4	-14	i
O=C(N1CCCC1)C12CC3CCC(CC(C3)C1)C2	3	0	-5	i	1	6	-1	12	i
Cc1cccc(C)c1NC(=O)CN1N=NC2C(=O)N(c3cccc(Cl)c3)C(=O)C21 (centres undefined)	-2	-2	-7	i	1	-5	-3	1	i
Cc1ccnc(NC(=O)c2cccc([N+](=O)[O-])c2C)c1	-2	1	1	i	2	4	2	3	i
Cc1cnc(C(=O)Nc2cccc(S(=O)(=O)N(C)C)c2)cn1	-1	-1	-15	i	-19	3	-4	4	i
O=C(NCc1ccccc1)C1c2ccccc2OCC(=O)N1Cc1cccnc1 (centres undefined)	-2	x	-7	i	-1	-6	-2	x	x
O=C1c2ccccc2C(=O)N1Cc1ccccn1	1	-1	0	i	-12	1	3	-4	i
O=C(COC(=O)/C=C/c1ccc(F)cc1)NCc1ccc2c(c1)OCO2	-1	0	-2	i	5	2	1	-11	i
Cn1c(SCC(=O)NC2CCS(=O)(=O)C2)nnc1-c1ccco1 (centres undefined)	5	2	-6	i	3	18	-2	10	i

New compounds follow:
compound	NadD inh	Rin1 Abl inh	FAS-TE inh	Neddylation inh	CSN inh	SKN-1 inh	MT1-MMP act inh	MLLE-PAM2 inh	Rpn11 inh
COc1ccccc1NC(=O)CCC(=O)OCc1ccc([N+](=O)[O-])cc1	-3	-1	1	i	-6	1	2	-12	i
O=C(O)c1c(-c2ccccc2)c(-c2ccccc2)nc2ccccc12	5	3	-3	i	-9	14	-3	-2	i
CCCc1nc(SCC(=O)c2ccc(OC)cc2)c2ccccc2n1	-2	-1	25	i	-4	10	-4	17	i
O=C(OCC(=O)N1CCCCC1)c1ccc(OC(F)(F)F)cc1	1	4	-2	i	1	3	1	12	i
CCCCNC(=O)[C@H]1C[C@H]1[C@@H](O)[C@H](CO)NC(=O)[C@H](Cc1ccccc1)NC(=O)OC(C)(C)C	1	3	-10	i	3	0	0	-5	i
CCOC(=O)N1CCN(C(=O)c2cccn3c(=O)c4sccc4nc23)CC1	-7	-2	-9	x	4	0	-6	6	i
COC(=O)[C@@]12CCCN1[C@H](c1ccc(-c3ccc4c(c3)OCO4)cc1)[C@H]1C(=O)N(C)C(=O)[C@H]12	0	0	3	i	3	9	5	-4	i
O=C(Nc1cc([N+](=O)[O-])ccc1F)C1CCN(S(=O)(=O)c2cccs2)CC1	-7	4	30	i	2	6	0	-7	i
CC(=O)N1[C@H](C)C=C[C@]1(Cc1ccccc1)C(=O)NCCN1CCOCC1	1	5	-8	i	0	16	1	-2	i
CC(Sc1nnc(N)s1)C(=O)c1c(N)n(C)c(=O)n(C)c1=O (centres undefined)	-10	3	-10	i	4	-6	0	14	i
N#CCc1ccc(OC(=O)c2cccnc2)cc1	0	-1	0	i	-4	-2	3	-8	i
CCOC(=O)c1cc(C)[nH]c1C	-1	-1	-5	i	3	8	2	-13	i
CN(C)C(=S)Nc1ccc([N+](=O)[O-])cc1	4	-2	-7	i	-2	-3	2	-38	i
Cc1ccc2cc3cc(C(=O)N4CCN(Cc5ccccc5)CC4)sc3nc2c1	2	0	-10	i	-2	3	1	1	i
COC(=O)c1ccc(NC(=O)CSCC(=O)OCC(=O)c2ccc(Br)cc2)cc1	-4	-2	7	i	3	9	2	35	i
COc1ccc(OC(C)C(=O)N(C)Cc2nc(-c3ccccc3)no2)cc1 (centres undefined)	5	0	3	i	-2	12	1	-7	i
COCCC(=O)N1CCC(Oc2ccc(C(=O)NCCc3ccccn3)cc2)CC1	3	5	-6	i	-1	12	1	4	i

Exported field by field: 2 of the compounds above
CC(Sc1nnc(N)s1)C(=O)c1c(N)n(C)c(=O)n(C)c1=O (centres undefined)
  NadD inh: -10
  Rin1 Abl inh: 3
  FAS-TE inh: -10
  Neddylation inh: i
  CSN inh: 4
  SKN-1 inh: -6
  MT1-MMP act inh: 0
  MLLE-PAM2 inh: 14
  Rpn11 inh: i
CCCCNC(=O)[C@H]1C[C@H]1[C@@H](O)[C@H](CO)NC(=O)[C@H](Cc1ccccc1)NC(=O)OC(C)(C)C
  NadD inh: 1
  Rin1 Abl inh: 3
  FAS-TE inh: -10
  Neddylation inh: i
  CSN inh: 3
  SKN-1 inh: 0
  MT1-MMP act inh: 0
  MLLE-PAM2 inh: -5
  Rpn11 inh: i
